Screening data from PubChem BioAssay.
CSN deneddyl inh – blocks human CSN-mediated cullin deneddylation | Q92905 | AID 651999 | inhibition, % at 12.5 µM | hit rate 0.38% among 360,000 | Purified CSN, SCF-Nedd8-OG deneddylation, fluorescence polarization;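 active = pattern-corrected inhibition above about 35%, with an unprinted fluorescence ratio check between 0.5 and 1.5, limit read from the data, passing the limit was not always enough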;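 also: 0% = enzyme with substrate and 100% = substrate without enzyme; some results filed as inactive read as strong as hits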
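Assay system: purified human Csn5 enzyme expressed in HEK293T cells; Input: 0.24 nM Csn5 enzyme, final concentration; Reagent: 10 nM SCFSkp2-Nedd8OG; Compound dosing: 12.5 µM single point; Times: reaction 90 min, room temperature; Technique: fluorescence polarization readout.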
Scp1 inh – Scp-1 (human) phosphatase inhibition; Recombinant Scp1, phosphopeptide, malachite green phosphate absorbance; Q9GZU7; AID 493091; hit rate 0.88% among 340,000; inhibition, % at 20 µM;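 active = inhibition above about 50% at 20 µM, limit read from the data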;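 also: plate controls were DMSO wells with enzyme for no effect and wells lacking enzyme for full effect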
Target sequence (Q9GZU7 76-261 limits assumed): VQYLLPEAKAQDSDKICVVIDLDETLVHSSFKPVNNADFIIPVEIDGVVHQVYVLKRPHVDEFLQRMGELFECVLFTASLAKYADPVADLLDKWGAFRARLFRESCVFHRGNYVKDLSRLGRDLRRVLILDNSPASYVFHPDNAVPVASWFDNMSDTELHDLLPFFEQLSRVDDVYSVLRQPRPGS
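Times: enzyme reaction 45 min at room temperature, colour 5 min, stabilisation 30 min. Material: SCP-1 catalytic fragment, aa 76-261. Medium: Acidic Tris acetate buffer with magnesium and detergent. Signal: colorimetric free-phosphate detection, absorbance 630 nm. Read-out basis: % inhibition of SCP-1 phosphate liberation. Reagent: Phosphorylated 17-residue peptide substrate.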
LMPTP block – blocks human LMPTP phosphatase; P24666; recombinant LMPTP-A, OMFP fluorogenic substrate, fluorescence intensity; inhibition, % at 20 µM; hit rate 0.22% among 360,000; AID 651560;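 active = compounds that cut the enzyme signal by at least half of the control window in the single-dose screen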;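 also: plate controls were DMSO wells with enzyme plus substrate for no effect and substrate without enzyme for full effect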
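material = LMPTP-A | quantity = 0.625 nM enzyme | reagent = OMFP substrate, 400 µM final | buffer or medium = Bis-Tris pH 6.0, DTT, detergent | detection = endpoint fluorescence intensity from OMFP dephosphorylation | dosing = single 20 µM dose | read-out basis = % inhibition relative to no-enzyme and uninhibited control wells | control set = no-enzyme and uninhibited controls | timing = 50 min at room temperature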
STEP block – inhibitors of human striatal-enriched phosphatase STEP; P54829; recombinant STEP, OMFP fluorogenic substrate, fluorescence; inhibition, % at 20 µM; hit rate 0.25% among 360,000; AID 588621;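 active = inhibition at 20 µM, scaled per plate between control wells, above about 37%, limit read from the data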;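 also: 0% = DMSO with enzyme and substrate and 100% = substrate only without enzyme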
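Assay system: isolated STEP enzyme / Timing: 20 min at room temperature, dark / Doses: 20 µM, 1% DMSO / Technique: fluorescence intensity, excitation 480 nm, emission 540 nm / Reagent: fluorogenic phosphatase substrate OMFP at 25 µM final / Measure: percent inhibition scaled to no-enzyme and uninhibited-enzyme controls, plate-pattern corrected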
PABP1 MLLE inh – inhibitors of microRNA-mediated deadenylation, human PABP1 MLLE binding; inhibition, % at 20 µM; hit rate 0.36% among 360,000; AID 588489; GST-MLLE / FITC-PAM2 fluorescence polarization; in the data active = inhibition above about 35%, passing the limit was not always enough;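 also: plate controls were DMSO wells with GST-MLLE for no effect and wells lacking GST-MLLE protein for full effect; some results filed as inactive read as strong as hits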
Target sequence (P11940 whole entry, looked up): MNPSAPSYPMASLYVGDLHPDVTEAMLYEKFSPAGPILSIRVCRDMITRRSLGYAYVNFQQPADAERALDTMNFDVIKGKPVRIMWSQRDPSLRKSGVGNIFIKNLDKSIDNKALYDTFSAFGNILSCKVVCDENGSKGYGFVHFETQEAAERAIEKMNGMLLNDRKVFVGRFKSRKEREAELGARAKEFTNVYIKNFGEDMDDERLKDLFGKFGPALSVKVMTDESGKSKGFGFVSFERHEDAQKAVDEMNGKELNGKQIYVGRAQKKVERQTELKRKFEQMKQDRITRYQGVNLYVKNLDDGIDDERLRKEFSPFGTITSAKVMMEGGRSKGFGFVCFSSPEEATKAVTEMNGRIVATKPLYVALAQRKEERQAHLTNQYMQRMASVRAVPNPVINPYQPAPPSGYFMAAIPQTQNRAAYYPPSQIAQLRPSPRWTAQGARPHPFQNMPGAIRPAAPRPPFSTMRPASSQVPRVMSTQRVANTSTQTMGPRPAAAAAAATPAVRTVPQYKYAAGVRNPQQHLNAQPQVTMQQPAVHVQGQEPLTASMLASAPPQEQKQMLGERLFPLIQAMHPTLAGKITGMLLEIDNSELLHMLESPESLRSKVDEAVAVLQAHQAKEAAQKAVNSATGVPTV
Rpn11 block – inhibitors of human proteasome Rpn11; O00487; hit rate 0.59% among 360,000; AID 588493; human 26S proteasome, Ub4-pepOG fluorescence polarization; 20S core pre-blocked with epoxomicin; calls only at 20 µM;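 active = inhibition at 20 µM, scaled to each plate's controls, above about 33%, limit read from the data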
NadD block – inhibitors of Staphylococcus aureus NadD | inhibition, % at 20 µM | purified NadD enzyme, colorimetric absorbance read-out | AID 602399 | hit rate 0.78% among 360,000; in the data active = inhibition above about 26%; also: some compounds past the cut are filed as inactive
DNMT1 block – blocks human DNA methyltransferase DNMT1; DNMT1 molecular beacon, Hinp1I cleavage, fluorescence; inhibition (reported as % activation of signal), % at 10 µM; P26358; hit rate 0.83% among 360,000; in the data active = inhibition above about 50%
TbMetRS inhib – blocks T. brucei methionyl-tRNA synthetase activity | purified T. brucei MetRS, ATP depletion, Kinase-Glo luminescence | inhibition, % at 11.9 µM | hit rate 0.4% among 360,000 | AID 624268;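 active = inhibition above a per-plate cutoff of the control wells' mean inhibition plus 3 SD, cut at about 5.5% in these data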;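 also: 0% = DMSO wells median and 100% = median of wells with control inhibitor compound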
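Dosing: 11.9 µM compound single dose, 0.9% DMSO; Assay system: purified T. brucei MetRS enzyme; Measured by: Kinase-Glo luciferase luminescence reporting remaining unconsumed ATP; Schedule: 15 min plus 2 h at 25 °C.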
SUMO1 PPI mod – SUMO1-SIM interaction modulation | P63165 | SUMO1 binding to a labelled peptide, TR-FRET, 1 h | inhibition, % at 20 µM | hit rate 0.33% among 360,000 | AID 602429; in the data active = inhibition above about 37%
Target sequence (P63165 whole entry, looked up): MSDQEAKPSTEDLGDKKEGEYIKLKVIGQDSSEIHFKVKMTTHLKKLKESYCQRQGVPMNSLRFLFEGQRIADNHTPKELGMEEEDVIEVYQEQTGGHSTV
Numbers without * were called inactive; i = inactive.

molecule,CSN deneddyl inh,Scp1 inh,LMPTP block,STEP block,PABP1 MLLE inh,Rpn11 block,NadD block,DNMT1 block,TbMetRS inhib,SUMO1 PPI mod
CN(C)c1ccc(CNC(=O)c2ccc(CNc3c(N4CCCCC4)c(=O)c3=O)cc2)cc1,0,10,-1.6,0,-9,i,-3,-1,0.0,1
Cc1cnc(NC(=O)c2nn(C)cc2[N+](=O)[O-])s1,-6,-7,-1.1,8,0,i,-3,-1,0.1,-15
Nc1c(C(=O)N2CCCC2)sc2nc(-c3ccccc3)ccc12,0,-13,3.6,-3,9,i,-7,-5,-0.1,-21
COc1cc(C(C)=O)ccc1Oc1ncnc2c1cnn2-c1ccccc1,1,-2,0.6,0,8,i,0,3,-1.3,1
C[C@@H](C[C@@H](O)[C@H](O)C(C)(C)O)[C@@H]1CC[C@]2(C)C3=CC[C@H]4C(C)(C)C(=O)CC[C@]4(C)[C@H]3CC[C@@]12C,2,-14,2.8,0,-2,i,-14,11,-0.3,6
Cc1ccc2cc3c(nc2c1)N(c1ccccc1)CC3,-3,-3,1.2,-4,0,i,-1,0,-0.7,16
Cc1cc(C(=O)Nc2cccc3ccccc23)c(C)o1,0,-3,-1.4,2,0,i,-6,2,-0.1,-2
CSc1ccccc1C(=O)OCC(=O)N1CCN(C(C)=O)CC1,-1,-1,-1.4,2,13,i,-1,5,-0.1,0
Cc1ccc(S(=O)(=O)N2CCCCC2)cc1NS(=O)(=O)c1ccc(Cl)c(C(=O)O)c1,2,39,-1.0,0,-14,i,-6,0,0.2,14
Cc1cccc(-n2cc(CN3CCN(C(=O)c4ncn[nH]4)CC3)c(-c3cccc(F)c3)n2)c1,-6,-6,-0.5,2,-1,i,11,-1,-0.1,-1
O=C(COc1ccc(Br)cc1)Nc1ccc(S(=O)(=O)Nc2ccccn2)cc1,0,-2,1.2,0,-7,i,11,-4,0.0,1
COc1ccc(NS(=O)(=O)c2ccc(NC(=S)NC(=O)c3ccc(F)cc3)cc2)nn1,-1,2,-0.7,0,11,i,-4,5,0.2,-2
COc1ccccc1C(=O)NNC(=O)c1cccc(C)c1,0,-8,1.3,1,-1,i,1,2,-0.4,1
C=CCNC(=S)NNC(=O)c1cccn(Cc2ccc(Cl)cc2)c1=O,-1,-7,-0.4,4,-61,i,5,-1,-1.1,0
CC(C)OC(=O)/C(=C\c1cccc2ccccc12)NC(=O)c1ccccc1,-2,-11,1.6,-2,-4,i,-5,-1,-0.2,-4
Cc1ccc2nc(SCC(=O)NCc3ccccc3)nc(=O)n2c1,1,-3,-0.5,0,-16,i,-6,2,-0.4,2
Cc1ccc(S(=O)(=O)N2CCCCC2)cc1NC(=O)Cn1ccsc1=N,8,-7,-0.4,-2,5,i,-12,-1,-0.5,1
CC1(C)CC(=O)c2ccc(O)cc2O1,-22,-1,-1.0,3,14,i,8,0,0.1,2
Cc1ccccc1NS(=O)(=O)CCCCC(Cl)(Cl)Cl,-6,-3,1.9,-3,1,i,-8,0,0.3,1
Cc1nn(CC(=O)Nc2ccc3nc4n(c(=O)c3c2)CCCC4)c(C)c1[N+](=O)[O-],1,-2,-0.7,5,10,i,0,2,-0.1,29
CCCCN(Cc1cccs1)S(=O)(=O)c1ccc(-c2ccc(=O)[nH]n2)s1,1,1,2.5,2,6,i,-10,-3,-0.2,-13
O=C(CCNS(=O)(=O)c1ccccc1C(F)(F)F)NNC(=O)C1COc2ccccc2O1 (stereo not drawn),-1,-2,-0.3,1,5,i,-2,-2,-0.1,-2
CCOC(=O)CSc1nc2c(c(=O)n1-c1ccc(OC)cc1)SCC2,-1,-5,-1.0,3,-3,i,2,-1,0.4,-19
Cc1cccc(-n2c(C)nc3cc(C(=O)NCC4CCCO4)ccc32)c1 (stereo not drawn),-1,-7,-0.3,1,1,i,1,-1,0.2,2
CCc1c(C)nc2ncnn2c1Nc1ccccc1C,-2,0,-0.8,2,1,i,3,1,-1.0,4
CC(C)NC(=S)Nc1ccc2nc3n(c(=O)c2c1)CCCCC3,0,-7,-1.9,0,-16,i,0,0,-0.2,-2
Cc1ccc(NC(=O)C2CC(=O)n3c(nc4ccccc43)N2)cc1 (stereo not drawn),-4,-3,-2.2,-1,1,i,2,1,-0.3,-4
CC(C)CCNC(=O)CSc1nc2ccccc2s1,3,-4,0.2,2,29,i,-11,1,-1.2,0
COc1ccc(CCn2c(C(C)C)nc3oc4ccccc4c(=O)c3c2=O)cc1,-4,1,0.4,2,-4,i,2,3,-0.3,0
CC1(C)CCC/C(=C\c2ccccc2)C1=O,1,-6,-0.6,-4,1,i,-4,1,-0.2,-4

Profiles, looked up by structure. Screens in order: CSN deneddyl inh | Scp1 inh | LMPTP block | STEP block | PABP1 MLLE inh | Rpn11 block | NadD block | DNMT1 block | TbMetRS inhib | SUMO1 PPI mod
`CC(C)NC(=S)Nc1ccc2nc3n(c(=O)c2c1)CCCCC3` in the list: 0 | -7 | -1.9 | 0 | -16 | i | 0 | 0 | -0.2 | -2
`Cc1cccc(-n2c(C)nc3cc(C(=O)NCC4CCCO4)ccc32)c1` (stereo not drawn) in the list: -1 | -7 | -0.3 | 1 | 1 | i | 1 | -1 | 0.2 | 2
`Cc1nn(CC(=O)Nc2ccc3nc4n(c(=O)c3c2)CCCC4)c(C)c1[N+](=O)[O-]` in the list: 1 | -2 | -0.7 | 5 | 10 | i | 0 | 2 | -0.1 | 29
`CCc1c(C)nc2ncnn2c1Nc1ccccc1C` in the list: -2 | 0 | -0.8 | 2 | 1 | i | 3 | 1 | -1.0 | 4
`CCCCN(Cc1cccs1)S(=O)(=O)c1ccc(-c2ccc(=O)[nH]n2)s1` in the list: 1 | 1 | 2.5 | 2 | 6 | i | -10 | -3 | -0.2 | -13

Next part
molecule,CSN deneddyl inh,Scp1 inh,LMPTP block,STEP block,PABP1 MLLE inh,Rpn11 block,NadD block,DNMT1 block,TbMetRS inhib,SUMO1 PPI mod
COc1cc(C(=O)NCC(=O)N/N=C/c2ccccn2)cc(OC)c1OC,2,-5,-1.0,-1,-9,i,-7,-1,-0.3,0
Cc1ccc(-c2noc(COc3ccccc3C)n2)cc1,0,-3,3.4,0,-6,i,-4,-2,0.4,0
CCOc1ccccc1NS(=O)(=O)c1cccs1,-3,-5,1.4,2,1,i,-6,4,-0.6,-1
Cc1ccc(/C=N/NC(=O)c2n[nH]c3c2CCCC3)cc1,-1,-4,-1.1,0,3,i,-7,3,-0.7,-1
COc1ccc(C(=O)NC(=S)NNC(=O)c2cnccn2)cc1OC,1,-10,-0.3,-1,-4,i,-6,0,0.0,0
Cc1c(/C=N/n2cnnc2)c2ccccc2n1CCOc1ccccc1,-3,9,2.6,3,-4,i,15,-1,-0.7,3
COc1ccc(-c2ccc(=O)n(Cc3cc(=O)n4ccccc4n3)n2)cc1,-5,3,-1.2,3,-11,i,4,-1,-1.6,-24
O=C(O)Cc1csc2ccccc12,-1,-18,-1.3,2,7,i,4,1,-0.3,-1
Cc1cc(/C=C2/NC(=O)N(c3ccccc3)C2=O)c(C)n1-c1cccnc1,3,-7,-2.8,-1,-6,i,7,-6,0.2,-14
FC(F)(F)c1ccc(-c2cccc3c2C2CC3CCN2)cc1 (stereo not drawn),-3,8,-0.8,-6,-5,i,-5,6,-2.5,3
CC(C)(C)SCCNC(=O)CN(c1ccccc1)S(=O)(=O)c1ccccc1,-1,-9,0.6,-2,13,i,-4,-1,1.0,1
Cc1ccc(S(=O)(=O)N(C)C)cc1NC(=O)COC(=O)C1(c2ccccc2)CC1,-3,-4,-0.6,0,9,i,-4,-2,-0.6,3
Cc1cccc(NC(=O)Cn2cnc(S(=O)(=O)N3CCCC3)c2)c1C,-2,-4,-0.5,0,-12,i,-2,2,0.0,6
Cc1cc(C)n(C(=O)c2cc3sccc3[nH]2)n1,7,-6,0.8,2,-5,i,5,0,4.4,-8
CC(=O)Nc1ccc(S(=O)(=O)N2CCCc3ccccc32)cc1,-2,-4,-0.8,13,8,i,-3,-6,-0.4,3
O=C(CCC(=O)Nc1ccccc1Cl)NNC(=O)C1CCCCC1,-8,-3,-2.9,2,3,i,-2,0,0.4,2
CCN(CC)CCOC(=O)c1c(C)oc2ccc(OC)cc12,2,-3,-0.4,-2,-11,i,0,0,0.6,2
O=C(N/N=C/C=C\c1cccc([N+](=O)[O-])c1)c1cccnc1,2,-5,0.5,-1,-17,i,0,0,0.1,-25

Rows were taken by chance; about 3.6% have a hit in one of these screens.
